Source: PubChem
V1aR counter – counter-screen for oxytocin receptor agonists: human V1a receptor agonists | P37288 | CHO-V1R cells, Fluo-8 calcium fluorescence, agonist mode; 0% DMSO, 100% 3 nM vasopressin | activation, % at 3 µM | hit rate 0.25% among 320,000;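 active = activation above the mean activation of all tested compounds plus 3 SD, per screening run, cut at about 20% in these data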;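 note: signal is peak over basal fluorescence ratio across a 100 second FLIPR read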
PfM18AAP inh – blocks P. falciparum M18 aspartyl aminopeptidase; AID 1822; recombinant PfM18AAP, H-Glu-NHMec fluorogenic cleavage; hit rate 1.2% among 290,000; inhibition, % at 7.35 µM;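 active = inhibition above the campaign mean inhibition over all tested compounds plus 3 SD, cut at about 28% in these data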;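 note: 0% = plate median of test compound wells and 100% = 2 mM ZnCl2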
NALP1 yeast inh – blocks the NALP1 inflammasome reconstituted in yeast; inhibition, % at 10 µM; S. cerevisiae NALP1/ASC/caspase-1 growth, X-gal OD620, 72 h; hit rate 0.61% among 280,000; in the data active = inhibition mostly above about 24%, no sharp cut-off; inactive = mostly below about 32%; note: some compounds called inactive have numbers as strong as hits
GalR3 antagonist – antagonists of human GalR3; O60755; HEK293 GalR3-CNG cAMP membrane potential fluorescence; galR3 body fused to GalR1 C-terminus; inhibition, % at 3 µM; hit rate 0.44% among 360,000; AID 651719;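 active = inhibition above the screen-wide average plus 3 SD, cut at about 13% in these data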;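 note: forskolin and galanin both at EC90 stimulate the cells; cAMP rise reported by CNG channel membrane potential dye signal; 0% = forskolin plus galanin with DMSO and 100% = forskolin alone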
Target sequence (O60755 1-299 limits assumed): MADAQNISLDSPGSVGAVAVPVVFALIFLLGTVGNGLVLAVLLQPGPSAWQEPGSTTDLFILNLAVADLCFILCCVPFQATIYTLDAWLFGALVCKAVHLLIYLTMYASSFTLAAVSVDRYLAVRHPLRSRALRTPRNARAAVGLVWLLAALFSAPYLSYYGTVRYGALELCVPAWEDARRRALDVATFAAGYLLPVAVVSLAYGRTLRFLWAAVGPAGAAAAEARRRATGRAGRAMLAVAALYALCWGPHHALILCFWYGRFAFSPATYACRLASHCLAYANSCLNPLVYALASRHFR
OXTR ag – activates the human oxytocin receptor. CHO-OTR cells, Fluo-8 calcium fluorescence; normalized: DMSO 0%, oxytocin 100%. AID 2435. hit rate 0.32% among 320,000. P30559. activation, % at 3 µM;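 active = activation above the mean of all tested compounds plus 3 SD, cutoff set per screening run, cut at about 20% in these data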;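 note: peak over basal fluorescence ratio from a 100 s FLIPR kinetic read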
Target sequence (P30559 whole entry, looked up): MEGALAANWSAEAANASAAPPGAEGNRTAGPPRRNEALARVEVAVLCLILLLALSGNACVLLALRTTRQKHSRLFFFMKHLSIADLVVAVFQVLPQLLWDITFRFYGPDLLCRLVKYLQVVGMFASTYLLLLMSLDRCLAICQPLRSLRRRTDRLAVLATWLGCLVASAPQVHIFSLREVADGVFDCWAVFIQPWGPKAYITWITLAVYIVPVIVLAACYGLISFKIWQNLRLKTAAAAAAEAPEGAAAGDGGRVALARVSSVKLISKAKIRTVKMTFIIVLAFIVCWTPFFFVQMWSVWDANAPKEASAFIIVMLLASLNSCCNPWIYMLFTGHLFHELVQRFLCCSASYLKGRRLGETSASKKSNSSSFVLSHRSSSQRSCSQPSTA
GPR7 antag – human neuropeptides B/W receptor 1 antagonism; GPR7-expressing cells, fluorescence antagonist assay; inhibition, % at 4.4 µM; hit rate 1.1% among 290,000; in the data active = inhibition above about 16%, passing the limit was not always enough;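 note: cells stimulated with the agonist NPW; 0% = agonist with vehicle and 100% = vehicle without agonist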
Target sequence (P48145 whole entry, looked up): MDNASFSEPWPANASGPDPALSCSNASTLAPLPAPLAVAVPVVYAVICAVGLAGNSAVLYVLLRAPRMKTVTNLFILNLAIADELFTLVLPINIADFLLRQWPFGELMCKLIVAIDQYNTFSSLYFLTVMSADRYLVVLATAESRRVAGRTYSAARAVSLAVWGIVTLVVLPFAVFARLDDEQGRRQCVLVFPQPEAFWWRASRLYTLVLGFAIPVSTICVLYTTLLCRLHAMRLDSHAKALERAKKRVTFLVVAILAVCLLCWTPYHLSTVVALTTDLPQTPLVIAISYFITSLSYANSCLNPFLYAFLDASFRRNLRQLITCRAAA
MEKK2wt PB1 HTS – raises or lowers MEK5 binding to wildtype human MEKK2 PB1 domain; bead flow cytometry, Alexa488-MEK5 binding to MEKK2 WT; actives lie on both sides; binding response (% of control), % at 10 µM; hit rate 1.1% among 290,000; AID 1531; in the data active = binding response below about 67% or above about 130%
MEKK2mut PB1 HTS – signal of MEK5 binding to mutant human MEKK2 PB1 domain; bead flow cytometry, Alexa488-MEK5 binding to MEKK2 mutant; hit rate 0.35% among 290,000; percent response, % at 10 µM; in the data active = percent response above about 24%, passing the limit was not always enough; note: inactives centre near 1; some results filed as inactive read as strong as hits
OXTR potentiator – potentiators of human oxytocin receptor; activation, % at 3 µM; hit rate 0.061% among 320,000; P30559; CHO-OTR cells, Fluo-8 calcium fluorescence, potentiator mode; 0% = oxytocin EC15, 100% = EC100;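 active = activation above that plate's cutoff, the mean activation of tested compounds plus 3 SD, cut at about 6.6% in these data, passing the limit was not always enough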;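 note: 100% uses oxytocin at 75 nM as the full agonist control; some results filed as inactive read as strong as hits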
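assay system = CHO-OTR cells, human receptor | schedule = compound 6 min at room temperature before oxytocin, 100 s read | detection = Fluo-8 intracellular calcium fluorescence, ex 470-495, em 515-575 nm | evaluation = normalized max/min fluorescence ratio, % activation | control set = EC15 oxytocin alone as 0%, 75 nM oxytocin (EC100) as 100%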
Active calls of the source: *; · = not tested or not shown; & = joins results of further samples.

item	compound	MEKK2wt PB1 HTS	GalR3 antagonist	MEKK2mut PB1 HTS	PfM18AAP inh	OXTR potentiator	GPR7 antag	OXTR ag	NALP1 yeast inh	V1aR counter
1	COc1ccc(-n2nc(C(=O)NCC(=O)N3CCN(C)CC3)c3ccccc3c2=O)cc1OC	107	-2	4	6	-4	-1	0.7	33	0.8
2	O=C1CC(N2CCC(c3nc4ccccc4o3)CC2)C(=O)N1c1ccc(Cl)c(C(F)(F)F)c1 (stereo not drawn)	116	0	14	-1	-7	-10	1.3	-3	0.5
3	CC(=O)c1ccc(N(C(=O)c2ccco2)C(C(=O)NC2CCCC2)c2ccc(N3CCOCC3)cc2)cc1 (stereo not drawn)	110	-3	8	-11	-1	-2	-0.4	5	0.0
4	O=C(C1CC1)N1N=C(c2cccc(Br)c2)CC1(O)C(F)(F)F (stereo not drawn)	95	-10	3	0	-7	-19	-1.4	-15	-0.6
5	O=c1[nH]c2ccccc2c(=O)n1Cc1ccco1	99	-4	5	3	0	0	2.0	8	1.2
6	Cc1ccc(Cn2cnc3sc4c(c3c2=O)CCC4)c(C)c1	110	-2	15	-9	-7	6	-1.7	1	0.4
7	CCC1(CC)C(=O)NN(c2ccccc2)C1=O	107	-2	8	-4	-3	0	0.6	11	-0.2
8	CC1CCCN(C(=O)c2ccc(NS(=O)(=O)c3cccc([N+](=O)[O-])c3)cc2)C1 (stereo not drawn)	·	-6	·	·	-9	·	3.2	·	6.0
9	CC12CC(NC(=O)N1c1cccc(C(=O)N3CCN(c4ccccn4)CC3)c1)c1ccccc1O2 (stereo not drawn)	104	-4	-2	-4	-6	0	-2.1	-9	0.1
10	CCOC(=O)N1CCC(NC(=O)c2cc(S(=O)(=O)N3CCc4ccccc43)cn2C)CC1	98	-1	-1	5	1	-13	-1.6	-8	-0.7
11	CCCCN(CC)CCNC(=O)c1cn(CCOC)c(=O)c2c1c1ccccc1n2C	107	-8	4	7	3	-11	-0.7	3	0.1
12	O=C(O)Cn1cnc2c(oc3ccccc32)c1=O	100	10	4	6	-3	-13	0.1	4	0.2
13	Cc1ccc(S(=O)(=O)N(CC(=O)N2CCc3ccccc3C2)c2cccc(Cl)c2)cc1	99	-5	-3	4	-21	1	-1.4	-7	0.9
14	Cc1ccc(SCCC(=O)N2CCOCC2)cc1	92	2	-4	7	2	-13	-0.4	26	0.2
15	CC(=O)CCc1oc2ccc([N+](=O)[O-])cc2c1-c1ccc(C)o1	96	-1	-1	-1	-11	-2	-1.4	15	-0.9
16	CN(c1ccc(C(=O)Nc2ccc(S(=O)(=O)N3CCCC3)cc2)cc1)S(C)(=O)=O	92	94*	1	1	-11	7	1.9	-8	2.9
17	CCn1c(SC)nnc1-c1nn(-c2ccccc2)ccc1=O	99	-7	-7	3	-10	11	0.9	-27	1.2
18	CCCOc1ccc2c(CC)cc(=O)oc2c1C	98	-2	-1	11	4	10	-2.5	36	-0.8
19	Cc1ccccc1NS(=O)(=O)c1cccc2nonc12	104	-1	0	-1	-10	1	-1.3	13	1.6
20	CC1CCCN(C(=O)Cn2nnc(-c3ccc([N+](=O)[O-])cc3)n2)C1 (stereo not drawn)	108	-10	2	3	-6	4	-0.4	17	1.9
21	O=C1c2ccccc2C(Nc2ccc(Cl)cn2)N1c1ccccn1 (stereo not drawn)	92	·	-4	0	-2	1	-1.9	6	-1.3
22	Cc1ccc(NC(=O)C2CCN(S(=O)(=O)c3cccc4nonc34)CC2)nc1	101	1	2	-7	-15	-5	4.6	21	8.1
23	O=C1OC(c2ccccc2)=C/C1=C/c1cccs1	92	2	-2	5	3	9	-1.5	30	-0.8
24	Cn1c(SCc2cccc([N+](=O)[O-])c2)nc2ccccc2c1=O	·	-4	·	·	-9	·	7.9	·	3.7
25	CCc1ccc(C2C(C#N)=C(N)N(N3CCOCC3)C3=C2C(=O)CC(C)(C)C3)s1 (stereo not drawn)	86	0	-13	-2	-1	-16	-0.8	3	-0.7

Single values from the results shown:
In GalR3 antagonist, CC(=O)c1ccc(N(C(=O)c2ccco2)C(C(=O)NC2CCCC2)c2ccc(N3CCOCC3)cc2)cc1 (stereo not drawn) shows -3
In V1aR counter, COc1ccc(-n2nc(C(=O)NCC(=O)N3CCN(C)CC3)c3ccccc3c2=O)cc1OC shows 0.8

(further entries)
item	compound	MEKK2wt PB1 HTS	GalR3 antagonist	MEKK2mut PB1 HTS	PfM18AAP inh	OXTR potentiator	GPR7 antag	OXTR ag	NALP1 yeast inh	V1aR counter
26	CCN(CC)CCN(C(=O)c1ccc2ncsc2c1)c1nc2cc3c(cc2s1)OCO3	116	-2	8	47*	4	-8	-0.4	-6	-0.2
27	Cc1nc(SCC(=O)c2c(N)n(C3CC3)c(=O)[nH]c2=O)[nH]c(=O)c1CCO	·	-6	·	·	0	·	1.1	·	-0.2
28	Cn1c(-c2cccs2)[n+](C)c2ccccc21	95	-5	2	-8	-9	-11	0.0	5	0.7
29	COc1cc2ccccc2cc1C(=O)N1CCN(C(C)=O)CC1	96	-2	-6	0	-10	-13	-0.8	-7	0.5
30	CCCC(=O)Nc1nnc(CC(=O)N2CCCC2)s1	105	-6	3	-5	1	2	0.3	37	1.5
31	CCOC(=O)C(C)Sc1ncc(-c2ccccc2)cn1 (stereo not drawn)	91	-4	-5	-3	-1	-14	-1.3	10	-0.1
32	O=C(c1cc(-c2cccnc2)nc2ccccc12)N1CCN(S(=O)(=O)c2cccs2)CC1	·	-5	·	·	-6	·	-1.4	·	2.4
33	CCNNC(=O)C(O)(c1cccc(C)c1)c1cccc(C)c1	98	-5	14	-1	3	-4	-0.9	11	-0.7
34	CC1=CC(C)=Nc2ccc(C)cc2N1	86&111	0&-5	-7&9	2&4	-3&0	-7&17	-0.6&0.1	10&-1	3.2&-0.3
35	CCN=c1scc(-c2ccc3c(c2)NC(=O)CO3)n1N=C1CCCC1	91	-8&-5	-3	12	-26	-13	12	-6	7.2
36	O=C(COc1cccc2ccccc12)NNC(=O)c1cnccn1	103	0	1	4	-4	-11	0.9	26	0.8
37	Cc1ccc(S(=O)(=O)N2CCCCC2)cc1NC(=O)C1CCC1	·	-5	·	·	-8	·	-0.8	·	0.1
38	CCOc1ccc(S(=O)(=O)N2CCCC(C(=O)NCc3cccnc3)C2)cc1 (stereo not drawn)	109	-3	9	-7	-4	-2	-0.2	9	1.4
39	O=C(CC1CCCCC1)NCc1ccccc1	111	-5	14	3	-3	-5	-0.8	4	-0.7
40	OC(CNCc1ccccc1)(c1ccccc1)c1ccccc1	107	-15	1	-8	-2	14	-0.6	4	-0.4
41	CCN(CC)c1ccc2cc(-c3nc4ccccc4n3C)c(=O)oc2c1	86	-4	-5	-3	-12	17*	17	6	18
42	CCn1c(C)nc2cc(C(=O)NN=C(C)c3ccc(C#N)cc3)ccc21	·	3	·	·	-6	·	0.8	·	0.8
43	COc1ccc(OC)c(N(CC(=O)Nc2cccnc2)S(=O)(=O)c2ccc(OC)c(OC)c2)c1	105	1	6	-3	-6	-11	3.2	12	0.8
44	CCCCS(=O)CC(COC)OC(=O)c1ccccc1 (stereo not drawn)	98	-3	2	-6	-14	0	-0.2	23	0.8
45	Cc1cc(Nc2cnc3ccccc3n2)n(-c2ccccc2)n1	101	-6	2	3	-6	-11	-1.2	6	-1.5
46	CSc1ccc(NC(=O)Nc2ccc(C(=O)NCC(=O)O)cc2)cc1	88	-9	4	1	·	-9	·	15	·
47	O=C(Nc1ccc2c(c1)CCC2)c1cccc(F)c1	97	1	-2	-9	-6	1	-1.5	36	-0.5
48	COCCNC(=O)c1ccc2c(c1)nc(C)n2-c1cccc(Cl)c1	102	-7	0	-4	-4	-7	0.1	-10	0.3
49	CCOc1ccc(-c2c(C(=O)N/N=C/c3ccc(O)cc3)nnn2-c2nonc2N)cc1	100	2	9	-11	9.6*	-19	0.4	17	-0.2
50	Cc1cccc(NC(=O)CCC(=O)OCc2ccc(Br)cc2)c1	102	-6	0	-7	-2	-2	-0.7	26	0.6

Down the list, as entered above.
Compounds 33–43 in V1aR counter read -0.7, 3.2&-0.3, 7.2, 0.8, 0.1, 1.4, -0.7, -0.4, 18, 0.8, 0.8
Compounds 33–43 in NALP1 yeast inh read 11, 10&-1, -6, 26, ·, 9, 4, 4, 6, ·, 12

The results go on:
item	compound	MEKK2wt PB1 HTS	GalR3 antagonist	MEKK2mut PB1 HTS	PfM18AAP inh	OXTR potentiator	GPR7 antag	OXTR ag	NALP1 yeast inh	V1aR counter
51	Cc1ccc(Nc2c(-c3ccco3)nc3ccccn23)cc1	89	-3	-2	-3	-9	-9	-2.1	25	1.4
52	CCOC(=O)c1c(N)sn(-c2ccccc2C)c1=S	99	-2	1	20	-9	-2	0.6	8	1.9
53	Cc1ccc(-c2nnc(SCC(=O)Nc3ccc4c(c3)oc3ccccc34)n2C)c(Cl)c1	102	-4	-1	-10	-2	0	0.4	4	-0.1
54	CCn1c(C)cc(/C=C2/SC(=O)N(C(C)C(=O)OC)C2=O)c1C (stereo not drawn)	98	-1	-2	2	-8	-12	-1.7	·	-2.0
55	CN(C)CCCNC(=O)/C(=C\c1ccc(-c2cccc([N+](=O)[O-])c2)o1)NC(=O)c1ccccc1	101	-3	6	8	0	0	-1.0	-42	-0.9
56	Cc1cc(NC(=O)C(C)SCC(=O)Nc2nnc(CC(C)C)s2)no1 (stereo not drawn)	·	-2	·	·	0	·	-0.8	·	0.6
57	O=C(NCc1ccncc1)C(=O)N/N=C/c1ccccc1OCc1ccccc1	103	-4	0	6	-10	-20	-2.7	-11	-1.1
58	Nc1nonc1-c1noc(N2CCCCC2)n1	97	-5	3	2	-2	7	-0.9	1	0.9
59	CC(Oc1ccc2ccc(=O)oc2c1)C(=O)NC1CCN(Cc2ccccc2)CC1 (stereo not drawn)	102	0	1	3	-6	-11	0.2	11	0.6
60	CC1CC(=O)Nc2ccccc2N1C(=O)CSc1nnnn1C(C)C (stereo not drawn)	·	3	·	·	-5	·	1.4	·	0.7
61	CC1C=CCC2C(=O)N(c3cccc(C(=O)NCCc4ccccc4)c3)C(=O)C12 (stereo not drawn)	91	-12	-4	6	4	6	0.3	-26	-0.1
62	CCN(Cc1nc(-c2ccc(C)cc2)no1)C(=O)c1ccco1	101	-4	8	1	-5	-5	0.5	6	2.3

From no. 53 to 55, copied from above:
item	compound	MEKK2wt PB1 HTS	GalR3 antagonist	MEKK2mut PB1 HTS	PfM18AAP inh	OXTR potentiator	GPR7 antag	OXTR ag	NALP1 yeast inh	V1aR counter
53	Cc1ccc(-c2nnc(SCC(=O)Nc3ccc4c(c3)oc3ccccc34)n2C)c(Cl)c1	102	-4	-1	-10	-2	0	0.4	4	-0.1
54	CCn1c(C)cc(/C=C2/SC(=O)N(C(C)C(=O)OC)C2=O)c1C (stereo not drawn)	98	-1	-2	2	-8	-12	-1.7	·	-2.0
55	CN(C)CCCNC(=O)/C(=C\c1ccc(-c2cccc([N+](=O)[O-])c2)o1)NC(=O)c1ccccc1	101	-3	6	8	0	0	-1.0	-42	-0.9
